zfTRPN1 agonist = zebrafish TRPN1 (NompC) channel agonism. activation, % at 3 µM. HEK293 zebrafish TRPN1-YFP, Fluo-8 calcium fluorescence; 100% = response to 87 µM carbachol. 220,000 tested, 0.18% active;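 active = activation above its plate's cutoff, the mean activation of test wells on that plate plus 3 SD, cut at about 19% in these data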;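 note: 0% = DMSO alone and 100% = 87 µM carbachol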
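Material – zebrafish TRPN1-YFP in HEK293 cells · Doses – 3 µM single point · Schedule – dye 1 h 37 °C plus 30 min RT · Signal – Fluo-8 calcium fluorescence, excitation 470-495 nm, emission 515-575 nm · Read-out – % activation versus carbachol response · Control set – carbachol high, DMSO low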
KCC2 mod = modulates chloride dependent transport by human KCC2; Q9H2X9; 190,000 tested, 2.2% active; AID 1456; B-score of Tl+ flux slope (higher = more flux/activation; lower = inhibition) at 10 µM; KCC2 cells, thallium flux FluoZin-2 fluorescence;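 active = thallium flux slope and its plate-corrected score both differing from the plate sample mean at a set confidence after two filtering rounds, in either direction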;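 note: slope of fluorescence scaled to starting intensity during 10 to 20 s after thallium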
Target sequence (Q9H2X9 whole entry, looked up): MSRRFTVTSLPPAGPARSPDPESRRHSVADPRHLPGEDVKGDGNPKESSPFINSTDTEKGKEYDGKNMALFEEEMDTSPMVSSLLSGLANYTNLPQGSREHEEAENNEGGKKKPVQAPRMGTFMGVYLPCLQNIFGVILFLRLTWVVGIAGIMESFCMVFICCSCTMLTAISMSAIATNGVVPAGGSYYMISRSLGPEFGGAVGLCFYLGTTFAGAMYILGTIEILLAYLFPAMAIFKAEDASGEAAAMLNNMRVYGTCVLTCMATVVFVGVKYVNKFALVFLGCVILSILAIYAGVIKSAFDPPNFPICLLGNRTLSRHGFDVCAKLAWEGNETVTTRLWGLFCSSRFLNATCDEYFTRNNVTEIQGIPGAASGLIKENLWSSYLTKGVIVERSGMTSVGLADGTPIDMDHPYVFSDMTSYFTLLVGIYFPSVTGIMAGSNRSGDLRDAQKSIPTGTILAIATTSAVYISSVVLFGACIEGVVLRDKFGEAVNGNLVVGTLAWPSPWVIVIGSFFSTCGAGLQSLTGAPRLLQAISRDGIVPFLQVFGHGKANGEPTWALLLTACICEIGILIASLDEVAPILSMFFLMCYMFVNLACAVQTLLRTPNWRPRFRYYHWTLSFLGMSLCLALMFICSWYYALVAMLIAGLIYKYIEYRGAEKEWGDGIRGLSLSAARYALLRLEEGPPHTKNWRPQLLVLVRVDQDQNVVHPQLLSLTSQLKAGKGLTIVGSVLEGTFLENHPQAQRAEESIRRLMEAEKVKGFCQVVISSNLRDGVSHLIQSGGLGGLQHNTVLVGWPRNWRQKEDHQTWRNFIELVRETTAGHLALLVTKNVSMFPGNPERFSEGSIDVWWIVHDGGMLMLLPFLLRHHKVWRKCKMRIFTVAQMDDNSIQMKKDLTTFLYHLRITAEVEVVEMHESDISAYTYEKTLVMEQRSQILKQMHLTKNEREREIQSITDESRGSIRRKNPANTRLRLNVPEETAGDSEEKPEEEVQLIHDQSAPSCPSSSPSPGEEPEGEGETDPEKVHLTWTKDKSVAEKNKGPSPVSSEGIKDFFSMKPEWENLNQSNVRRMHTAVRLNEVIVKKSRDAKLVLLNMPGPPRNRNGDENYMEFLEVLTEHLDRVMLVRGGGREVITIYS
TRPML3 ag = agonists of human TRPML3 channel | Q8TDD5 | HEK293 TRPML3-YFP, Fluo-8 calcium fluorescence; 100% = the carbachol control signal | 220,000 tested, 0.29% active | activation, % at 3 µM;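 active = activation above its plate's cutoff, the mean activation of the plate's test wells plus 3 SD, cut at about 12% in these data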;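 note: 0% = DMSO only wells and 100% = carbachol wells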
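Material: TRPML3-YFP stable HEK293 cells | Dosing: One concentration, 3 µM nominal, 0.3% DMSO | Timing: 125 s total fluorescence read per well | Technique: Fluo-8 calcium dye fluorescence, ex 470-495, em 515-575 nm | Measure: Percent activation from peak-to-basal fluorescence ratio, scaled between DMSO and carbachol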
Furin inhibitor = human furin inhibition; P09958; purified furin, fluorogenic substrate cleavage; inhibition, % at 30 µM; 220,000 tested, 0.061% active; in the data active = inhibition above about 25%; note: inactives centre near -15
EBV gp42 block = inhibitors of Epstein-Barr virus glycoprotein 42; Q1HVG2; Fluorescence polarization binding assay, mP read-out; inhibition, % (tested at 21.74 µM); 220,000 tested, 0.42% active; AID 1085; in the data active = inhibition above about 50%
thrombin 1536 = thrombin (human) inhibition; AID 1046; alpha-thrombin, Boc-VPR-AMC fluorogenic substrate cleavage; 220,000 tested, 0.26% active; P00734; inhibition, % at 5 µM;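 active = inhibition at or above 40%; inactive = inhibition below 40%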;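 note: 0% = enzyme with no compound and 100% = wells without enzyme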
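System: Human alpha-thrombin protein | Medium: pH 7.5 Tris (50 mM) with NaCl 150 mM, Tween 20 0.05% | Times: Enzyme reaction carried out at room temperature | Detection: AMC fluorescence, 355/460 nm | Evaluation: Percent inhibition scaled between no-compound controls and no-enzyme blanks | Benchmarks: Enzyme without compound as high, wells lacking enzyme as low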
Tb hexokinase = T. brucei hexokinase 1 inhibition; recombinant TbHK1, G6PDH-coupled NADH A340; 220,000 tested, 0.11% active; AID 1430; inhibition, % at 10 µM;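 active = inhibition of 50% or more in the single-dose primary screen; inactive = inhibition below 50%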
PPC-1+TRAIL kill = PPC-1 cancer cell killing with TRAIL present; PPC-1 cells + TRAIL, ATPLite viability luminescence; cell killing (% activity), % at 4 µM; 220,000 tested, 0.41% active; AID 1443;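 active = cell killing above 50% in the first pass at 4 µM, then a duplicate retest at 5 µM averaging 50% or more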;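 note: plate controls were cells with TRAIL plus DMSO for no effect and medium-only wells lacking cells for full effect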
Calpain2 inh = blocks pig calpain II enzyme activity; purified calpain II, fluorogenic peptide substrate, 30 min; inhibition, % at 16 µM; 220,000 tested, 0.37% active;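 active = inhibition above about 50%, limit read from the data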
* = called active by the depositor; i = inactive; / = not tested or not shown; [ ] = remark or other dose.

SMILES	zfTRPN1 agonist	KCC2 mod	TRPML3 ag	Furin inhibitor	EBV gp42 block	thrombin 1536	Tb hexokinase	PPC-1+TRAIL kill	Calpain2 inh
CCNc1nc(NC(C)C)nc(SCCOc2ccc(C)cc2)n1	-0.3	0.022	-0.9	-9[20 µM]	2	0	6	12	33
OCCC1CN(Cc2cccc3c2OCO3)CCN1C1CCCC1 (centres undefined)	1.0	0.19	0.9	-10	-5	-12	4	20	-12
CCCCN(CC)C(=O)Cn1cnc2ccc(S(=O)(=O)N3CCC(C)CC3)cc2c1=O	0.1	0.53	0.5	-10	-17	-1	12	-13	-33
CCN(Cc1ccccc1)C(=O)c1ccccc1C	-1.0	-2	0.6	-28[20 µM]	-2	-4	-3	1	-24
CCC(C(=O)OCC(=O)Nc1ccc(C(=O)Nc2ccc(OC)cc2)cc1)c1ccccc1 (centres undefined)	2.8	-0.012	1.2	-28	-36	-1	0	6	38
O=C(CNc1cc(S(=O)(=O)N2CCCC2)ccc1OCC(F)(F)F)Nc1cc(Cl)cc(Cl)c1	1.2	0.5	0.8	-24	-8	-2	-6	4	-28
CN(Cc1ccccc1)c1ccc(N2C(=O)CCC2=O)cc1[N+](=O)[O-]	-1.1	-0.84	-0.1	-18	-1	-10	0	1	-33
Cc1ccc(CCC(=O)Nc2ncc(Cc3cccc(Cl)c3Cl)s2)o1	-0.1	0.13	0.7	-14	6	-5	-2	4	19
CCOC(=O)N1CCC(c2nc(C)sc2C(=O)O)CC1	1.3	0.6	0.1	-19	5	5	4	12	12
C[C@H](NC(=O)c1ccco1)C(=O)Nc1cccc([N+](=O)[O-])c1	0.8	0.68	0.5	-28	-2	0	-4	24	-25
COCCN(Cc1cc2cc(C)ccc2nc1Cl)C(=O)Nc1ccccc1C	-0.1	/	-0.5	-15	-2	-2	0	0	-4
CCCc1cc(C(=O)Nc2ccc(C(C)=O)cc2)no1	0.5	0.36	0.4	-19	-8	2	-2	-13	4
CC(=O)NC1CC2CCCC(C1)N2CC(=O)N1CCCc2ccccc21 (centres undefined)	-0.1	0.18	-0.3	-8[20 µM]	-10	0	0	8	2
CCCN(CCC)C(=O)C1CCCN1S(=O)(=O)c1cccc2nsnc12 (centres undefined)	2.1	-0.83	0.6	-2	-4	-6	-11	22	6
OCC(O)CN1CCCC1 (centres undefined)	0.7	0.49	0.2	-14	-6	-8	1	3	12
COc1ccc(-n2c(C)cc(C(=O)CN3C(=O)c4ccccc4C3=O)c2C)cc1	1.2	-0.55	-0.2	-22	-14	-7	2	-5	-12
Cc1cc2c(cc1C)C(=O)NC(C)(C)C2	-1.7	-0.79	-0.5	-4[20 µM]	-3	-7	3	11	6
Cc1ccc(C(=O)CS(C)(=O)=O)cc1	0.1	0.5	-0.5	-8[20 µM]	-30	13	-2	32	-24
C=CCNC(=O)c1c(N)n(-c2cccc(S(N)(=O)=O)c2)c2nc3ccccc3nc12	0.5	-0.57	0.2	-55	-3	-4	-3	2	i
Cc1ccccc1C(=O)Nc1ccc(Br)cn1	-0.8	0.35	-0.7	-24	0	-19	5	18	21
Cc1ccc(S(=O)(=O)NCC(=O)N(CC(=O)NC(C)(C)C)Cc2cccs2)cc1	-0.1	0.62	0.7	-14[20 µM]	-14	2	27	-2	8
O=C(Nc1ccc(F)cc1F)N1CCCN(CCOc2ccccc2)CC1	1.0	0.043	0.7	-23	-8	-2	-7	6	-6
Cc1cccc(N=C(NO)c2nonc2N)c1	0.2	-0.37	0.3	-12	-8	1	-2	36	4
O=C(Nc1nnc(-c2cccs2)o1)c1ccco1	0.8	-0.036	-0.1	-11	11	-7	-45	18	8
Cc1ccc(NCc2nc3ccccc3n2CCOc2ccccc2)cc1	0.9	-0.39	-0.4	-12	-22	-6	4	13	30
Cc1ccc(S(=O)(=O)NNC(=O)C(O)(c2ccccc2C)c2ccccc2C)cc1	-1.4	0	-0.5	-8	6	-7	-2	10	-5
COC(=O)c1ccc2ccn(CC(=O)NC(C)C)c2c1	0.2	/	-0.7	-65	-37	0	-4	19	-319
CNC(=S)N/N=C/c1c(C)nn(-c2cccc(Cl)c2)c1Cl	0.4	0.36	-0.6	-16	-11	-7	-7	20	12
Cc1noc(/C=C/N(C)C)c1S(=O)(=O)N1CCC(C(=O)O)CC1	4.3	-0.4	1.3	-9	-10	10	-10	2	-1
O=C1CN(c2nc(-c3cccs3)nc3sc4c(c23)CCCC4)CCN1	0.7	16*	0.4	-27	22	-2	-13	20	-114

An excerpt of these results, as labelled records.
compound: CCC(C(=O)OCC(=O)Nc1ccc(C(=O)Nc2ccc(OC)cc2)cc1)c1ccccc1 (centres undefined)
  zfTRPN1 agonist = 2.8 | KCC2 mod = -0.012 | TRPML3 ag = 1.2 | Furin inhibitor = -28 | EBV gp42 block = -36 | thrombin 1536 = -1 | Tb hexokinase = 0 | PPC-1+TRAIL kill = 6 | Calpain2 inh = 38
compound: CCCCN(CC)C(=O)Cn1cnc2ccc(S(=O)(=O)N3CCC(C)CC3)cc2c1=O
  zfTRPN1 agonist = 0.1 | KCC2 mod = 0.53 | TRPML3 ag = 0.5 | Furin inhibitor = -10 | EBV gp42 block = -17 | thrombin 1536 = -1 | Tb hexokinase = 12 | PPC-1+TRAIL kill = -13 | Calpain2 inh = -33
compound: Cc1ccc(CCC(=O)Nc2ncc(Cc3cccc(Cl)c3Cl)s2)o1
  zfTRPN1 agonist = -0.1 | KCC2 mod = 0.13 | TRPML3 ag = 0.7 | Furin inhibitor = -14 | EBV gp42 block = 6 | thrombin 1536 = -5 | Tb hexokinase = -2 | PPC-1+TRAIL kill = 4 | Calpain2 inh = 19
compound: Cc1ccc(C(=O)CS(C)(=O)=O)cc1
  zfTRPN1 agonist = 0.1 | KCC2 mod = 0.5 | TRPML3 ag = -0.5 | Furin inhibitor = -8[20 µM] | EBV gp42 block = -30 | thrombin 1536 = 13 | Tb hexokinase = -2 | PPC-1+TRAIL kill = 32 | Calpain2 inh = -24

Following part
SMILES	zfTRPN1 agonist	KCC2 mod	TRPML3 ag	Furin inhibitor	EBV gp42 block	thrombin 1536	Tb hexokinase	PPC-1+TRAIL kill	Calpain2 inh
Cc1ccccc1-c1n[nH]c(=S)o1	0.7	/	0.6	-12	-13	1	2	9	-54
O=C(c1cccc(F)c1)N1C2C=CC(C2)C1(C(F)(F)F)C(F)(F)F (centres undefined)	-0.6	-0.076	-0.2	-30	-10	-6	-2	21	-2
O=C(Nc1ccc(F)cc1)c1ccc(CSc2ccccc2)o1	0.6	-3.4*	-0.2	-10	-1	0	3	16	30
CC(C)(C)c1ccc(S(=O)(=O)N2C=CC(C(F)(F)F)=NCC2)cc1	1.5	/	0.5	-3[20 µM]	-20	1	-6	15	16
COC(=O)C1=C(C)N(c2cc(C)cc(C)c2)/C(=C/c2ccc(O)cc2)C1=O	1.3	/	-0.1	-20	-1	-2	-24	-3	-59
Cn1ccc(C(=O)N2CCCc3ccccc32)n1	-0.3	0.67	0.5	-12[20 µM]	-14	0	-8	11	10
CCCCNC(=O)c1c[nH]c2ccc(S(=O)(=O)N3CCOCC3)cc2c1=O	1.7	0.78	1.1	-21	-19	23	-4	2	-19
COc1ccccc1C(=O)Nc1c(C)n(C)n(-c2ccccc2)c1=O	1.4	-1.8	-0.3	-18	-16	2	8	0	-12
CCOC(=O)/C(=C\Nc1ccccc1C(F)(F)F)Sc1ncc(C(F)(F)F)cc1Cl	-1.1	/	0.5	-7[20 µM]	-6	-8	-26	21	-17
O=C(Cc1ccc(Br)cc1)Nc1nc2ccccc2[nH]1	0.0	-0.75	-0.2	-15	-12	1	-4	9	-10
Cc1ccc(C2=Nc3ccccc3N=C(c3ccco3)C2)c(O)c1	0.8	0.33	0.7	-25[20 µM]	-30	-5	-25	6	-171
Cc1cc(C)cc(NC2=CC(=O)CC(c3ccco3)C2)c1 (centres undefined)	0.1	0.33	-0.6	-19[20 µM]	-7	-1	-7	20	19
CCOc1ccc(NS(=O)(=O)CC23CCC(CC2=O)C3(C)C)cc1 (centres undefined)	0.0	0.11	0.9	-16[20 µM]	-18	3	-7	12	6
CC1(C)Cc2ccccc2-c2c1c(=O)n(Cc1ccccc1)c1nnnn21	0.0	/	1.3	-15[20 µM]	-2	3	-1	-9	-17
Oc1ccccc1/C=N/Nc1ccnc(SCc2ccccc2)n1	0.4	1.7	0.4	5	-7	-4	-22	32	-1
O=C(c1ccc(OC2CCN(C(=O)c3cccnc3)CC2)cc1)N1CCCCCC1	1.9	0.18	2.2	-20	-4	-1	-9	12	15
COCC1CCCCN1Cc1cn[nH]c1-c1ccc(OC)cc1OC (centres undefined)	-1.7	0.23	0.1	-23	-8	-7	-4	15	-20
CC1Cc2cc(/C(O)=C3\C(=O)C(=O)N(CCN4CCOCC4)C3c3ccccc3F)ccc2O1 (centres undefined)	-0.1	/	-0.4	-17	0	-2	-26	-2	24
Cc1cc(NC(=S)Nc2cccc3ccccc23)n[nH]1	3.0	0.66	1.9	-22	5	0	0	16	-28
Cc1ccc(N(C(=O)Cn2nnc(-c3ccc(F)cc3)n2)C(CC(C)C)C(=O)NCC2CCCO2)cc1 (centres undefined)	-0.1	/	0.5	-6[20 µM]	-7	-1	-5	4	-19
CCC(C)NC(=O)CN1C(=O)CC(C)(C)S(=O)(=O)c2ccccc21 (centres undefined)	0.9	/	0.0	-42	-17	-1	1	10	-6
CC(=O)c1c(N2CCCC2)[nH]c(-c2ccccc2)nc1=S	-1.1	33*	0.4	-24[20 µM]	-13	-4	-12	-9	50
CCOc1cc(NC(=S)NCCCN2CCOCC2)c(OCC)cc1NC(=O)c1ccccc1C	1.6	0.083	0.6	-23	-4	3	-5	12	-11
CC1CCCCC1N1CCN(C(=O)c2cccc(F)c2)CC1 (centres undefined)	-0.9	/	-0.4	-18	-9	-1	8	19	-8
Cc1cc(C(=O)NNC(=O)c2cccc(Cl)c2)no1	0.3	7.4*	1.0	-16	-7	0	-14	19	13
NC(=O)C1=C[C@H](c2csc3ccccc23)C[C@H](OCc2ccc(CO)cc2)O1	13	0.26	2.3	1	-7	0	-1	-4	19
O=C(Oc1ccc(-c2cn3c(n2)SCC3)cc1)c1ccccc1	11	/	2.5	-20[20 µM]	-24	-3	4	11	7
C(=C\CSc1nnnn1-c1ccccc1)/CSc1nnnn1-c1ccccc1	-0.6	-3.5	0.2	-14	-2	-2	8	3	4
O=[N+]([O-])c1ccc2c(c1)C=C1CCCCC1(N1CCCCC1)O2 (centres undefined)	-0.8	-0.66	-0.2	-15	-3	-4	-9	5	15
Cc1cc(O)ccc1C1(c2ccc(O)cc2C)OC(=O)c2ccccc21	1.2	0.53	-0.6	-19[20 µM]	-1	-4	2	21	-5
O=c1sc(Nc2ccccc2)nc2ccccc12	1.1	/	0.5	-10	-9	-9	-5	/	-28
CC(C)(C)N(Cc1ccccc1)C(=O)CCc1ccccc1	-1.2	-0.26	-0.9	-16	7	-5	6	24	46
CCn1nc(C)cc1C(=O)Sc1ccc(Cl)cc1Cl	0.6	-0.29	1.2	-15	-4	-4	-1	-4	-32
COc1ccc(N(CC(=O)O)S(C)(=O)=O)cc1OC	-0.7	0.89	1.1	-23[20 µM]	-5	20	-2	39	13
CN(c1ccccc1C(=O)Nc1ccc(F)c(F)c1)S(C)(=O)=O	2.7	-0.011	0.6	-10	-6	1	9	7	16
CCc1nc2n[nH]c(N)c2c2c1CSC(C)(C)C2	-0.6	0.92	0.4	-20[20 µM]	3	-2	-10	43	14

High-throughput results as filed in PubChem BioAssay.
